Screens as filed in PubChem BioAssay.
H9c2 TAG inh: triacylglycerol accumulation inhibition. actives 0.66% (n = 230,000). H9c2 cells, Nile Red lipid (TAG) fluorescence; cells loaded with 200 µM oleic acid. inhibition, % at 12.5 µM;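 active = pattern-corrected inhibition of lipid staining of at least 50% with the nuclear-stain viability signal not falling by more than 50%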;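 also: 0% = DMSO wells and 100% = triacsin C control wells; some results filed as inactive read as strong as hits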
H9c2 TAG inh DAPI viability: second read-out of H9c2 TAG inh, no call of its own (marks repeat the call); DAPI nuclei signal change (viability), lower = more cytotoxic, %;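 whole-well DAPI fluorescence read on a plate reader as a viability signal; minus 50 percent equals half of cells still viable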
Active calls of the source: *. A portion of the library; the hit share may differ from the screen's.

SMILES	H9c2 TAG inh	H9c2 TAG inh DAPI viability
CC(C)N1CCc2c(sc(NC(=O)CCS(=O)(=O)c3ccccc3)c2C#N)C1	16	-3
CCN1CCc2nc(NC(=O)c3ccc(S(=O)(=O)N(C)C)cc3)sc2C1	32	-7
O=C1CCN(Cc2ccccc2)CCN1CCSc1ccccc1	21	-6
CN(Cc1cccs1)C(=O)Cn1cnc2ccccc2c1=O	7	22
O=C(CS(=O)(=O)c1ccccc1)Nc1ccc(N2CCOCC2)cc1	-3	0
CC1CCCN(C(=O)COC(=O)C2CCN(S(=O)(=O)c3ccc(Cl)c(C(F)(F)F)c3)CC2)C1 (configuration not stated)	-5	7
O=C(c1cc(S(=O)(=O)N2CCOCC2)ccc1F)N1CCCc2ccccc21	-13	3
O=C(COC(=O)C1CCN(S(=O)(=O)c2cccs2)CC1)Nc1ccc(F)c(F)c1F	3	5
COc1ccc(/C=C2/S/C(=N/N=C3\CC4CCC3(C)C4(C)C)NC2=O)cc1 (configuration not stated)	5	4
Cc1ccc2c(C)c(C(=O)N(C)C(C)c3ccncn3)oc2c1C (configuration not stated)	0	1
COC(=O)c1ccc(C(=O)OC)c(NC(=O)CSc2n[nH]c(N)n2)c1	1	3
CC(=O)c1ccc(NC(=O)Nc2cccc3ccccc23)cc1	3	-1
Cc1cccc(COC(=O)CCCNC(=O)c2ccc(Cl)cc2)c1	-12	-1
O=C(COC(=O)C1Cc2ccccc2CN1C(=O)c1ccccc1)Nc1ccc(SC(F)F)cc1 (configuration not stated)	-5	-5
C(/C=C/c1ccco1)=N/N1CCN(c2ccccc2)CC1	-10	9
CCn1c(=O)cc(SCC(=O)Nc2cccc(SC)c2)c2ccccc21	12	-5
CCOC(=O)C1CCN(C(=O)c2cccc(NS(=O)(=O)c3ccc(F)c(F)c3)c2)CC1	6	-4
Cc1ccc(-c2cc(C(=O)Nc3cnn(C(C)C)c3)no2)cc1	16	-5
CSc1nsc(SC)c1C(=O)OCC(F)(F)F	0	-2
CCn1c(N)c(C(=O)NCCOC)sc1=S	5	-1
COc1cccc(C(=O)O[C@H]2[C@H](Cc3ccccc3)NS(=O)(=O)[C@H]3C[C@@H]4C=C[C@]23O4)c1	13	5
CN(C)/C=C1\NC(=S)N(c2ccc(Cl)cc2)C1=O	4	4
COC(=O)c1cc2c(cc1Cl)SC(=NCCCN1CCOCC1)NS2(=O)=O	-2	7
O=Cc1nccc2ccccc12	3	4
COCCn1c(-c2ccc(C#N)cc2)nc2c1c(=O)[nH]c(=O)n2Cc1ccccc1	-8	53

Other compounds
SMILES	H9c2 TAG inh	H9c2 TAG inh DAPI viability
COc1ccc(C(=O)NCCc2nnc3ccc(SCC(=O)N4CCOCC4)nn23)cc1	7	-3
CCC(C)NS(=O)(=O)c1ccc(NC(=O)C2CCCO2)cc1 (configuration not stated)	-4	-4
Cc1ccccc1S(=O)(=O)Cc1ccc(C(=O)N2CCN(c3ccc(F)cc3)CC2)o1	-20	-7
COc1ccc(S(=O)(=O)NC2CC(=O)N(c3ccc4c(c3)OCCO4)C2)cc1 (configuration not stated)	5	-2
COc1ccc(-c2csc(CCn3nc(C)cc3C)n2)cc1	-6	-5
O=Cc1cn(CC(O)CN2CCCCC2)c2ccccc12 (configuration not stated)	15	-6
O=[N+]([O-])c1cccc(NC(=S)Nc2nc(-c3ccccc3Cl)cs2)c1	39	-2
OCC(CO)(CO)NC(=S)Nc1cc(Cl)cc(Cl)c1	9	-1
C/C(=N\Nc1ccc([N+](=O)[O-])cc1)c1ccc2c(c1)OCO2	-10	-4
Nc1nc(CSC(=S)N2CCCCC2)nc(Nc2ccccc2)n1	-6	0
CC(C)(C)NC(=O)CN(C(=O)Cn1nnc(-c2ccc(Cl)cc2)n1)C1CCN(Cc2ccccc2)CC1	13	10
c1ccc(-c2csc(-c3ccncc3)n2)cc1	-3	6
CCN(C(=O)Cc1ccc(NC2=NC3CS(=O)(=O)CC3S2)cc1)c1ccccc1 (configuration not stated)	5	-2
O=C(CCNC(=O)c1ccco1)Nc1ccc(OC(F)F)cc1	2	2
C=C(C)c1ccc(C(C)(C)NC(=O)NCc2ccco2)cc1	-1	-1
CC(SCc1nc2sc3c(c2c(=O)[nH]1)CCCC3)C(=O)Nc1ccccn1 (configuration not stated)	8	0
CC(=O)c1sc(NC(=O)COc2ccc(Cl)cc2C)nc1C	13	-8
O=C(Nc1cccc2ccccc12)N1CCN(c2ncccn2)CC1	2	-2
CC1(C(=O)N2Cc3ccccc3C2)CCN1C(=O)C1(c2ccc(Cl)cc2)CC1 (configuration not stated)	-4	-2
CCn1c(CNC(=O)c2ccco2)nnc1SCC(=O)c1ccccc1	-9	-11
CC(=O)Nc1ccc(NC(=O)COc2ccc3c(c2)CCC3)cc1	2	-13
CCOC(=O)C1(Cc2cccc(Cl)c2)CCCN(C(=O)c2cn[nH]c2)C1 (configuration not stated)	-4	-6
CN(c1ccc(F)cc1)S(=O)(=O)c1ccc(Cl)c(C(=O)NC2(C)CCS(=O)(=O)C2)c1 (configuration not stated)	2	-8
COCCn1nnnc1SCC(=O)N1CCCCC1	-32	0
COc1ccccc1-c1cc(C(F)(F)F)nc(S(=O)(=O)CCCC(=O)Nc2cccnc2Cl)n1	86	-54

Four consecutive records out of the list so far:
SMILES	H9c2 TAG inh	H9c2 TAG inh DAPI viability
CCOC(=O)C1(Cc2cccc(Cl)c2)CCCN(C(=O)c2cn[nH]c2)C1 (configuration not stated)	-4	-6
CN(c1ccc(F)cc1)S(=O)(=O)c1ccc(Cl)c(C(=O)NC2(C)CCS(=O)(=O)C2)c1 (configuration not stated)	2	-8
COCCn1nnnc1SCC(=O)N1CCCCC1	-32	0
COc1ccccc1-c1cc(C(F)(F)F)nc(S(=O)(=O)CCCC(=O)Nc2cccnc2Cl)n1	86	-54

Next entries
SMILES	H9c2 TAG inh	H9c2 TAG inh DAPI viability
Cc1ccnc(N2C3CCC2CC(O)(c2ccccc2)C3)n1 (configuration not stated)	-18	5
Nc1c(N(Cc2ccco2)C(=O)COc2ccccc2Cl)c(=O)[nH]c(=O)n1Cc1ccccc1	8	3
CC(=O)N/C(=C\c1ccc(Br)s1)C(=O)O	-8	-4
C/C(=N\NC(=O)C(N)=O)c1ccc(O)cc1O	8	-3
NC(=O)c1cc([N+](=O)[O-])ccc1NCc1cccc([N+](=O)[O-])c1	-10	-5
CCOc1ccccc1NC(=O)CN1CCN(C(=O)C2CCCO2)CC1 (configuration not stated)	11	5
Cc1ccc(-n2c(SCC(=O)NNC(=S)Nc3ccccc3)nc3ccccc3c2=O)cc1	5	2
CN(C)CCN1C(=O)c2oc3ccc(Cl)cc3c(=O)c2C1c1cccc(Br)c1 (configuration not stated)	0	10
COc1cc2ccc(C(C)=NNC(N)=S)cc2cc1OC	3	-1
Cc1nc(CN2CCCCC2)cc(=O)[nH]1	-3	11
CC(=O)N1CCc2c(sc(NC(=O)CCS(=O)(=O)c3ccc(C)cc3)c2C(N)=O)C1	1	8
O=C(NCCc1ccccc1)/C(=C\c1ccc([N+](=O)[O-])cc1)NC(=O)c1ccco1	-14	5
CCn1ccnc1CNC(=O)c1cc(COc2ccc(F)cc2F)on1	-2	-6
COC(=O)c1sc(NC(=S)NC(=O)c2cccc(C)c2)nc1C	-8	5
O=C(COC(=O)Cc1ccc(S(=O)(=O)N2CCOCC2)s1)Nc1ccc([N+](=O)[O-])cc1	-4	8
Cn1cc(CN2CCN(Cc3ccc4c(c3)OCO4)CC2)c(-c2ccccc2F)n1	1	5
O=C(COC(=O)c1ccc2ccccc2n1)Nc1ccccc1Br	-6	17
COc1ccc(NS(=O)(=O)c2cccc(C(=O)N/N=C(\C)c3ccc(-n4ccnc4)cc3)c2)cc1	11	1
COc1ccc(CCc2ccc3ccccc3n2)cc1	-13	2
O=C(NC1CCCCC1)c1n[nH]c2c1CCCCC2	-6	-5
O=C(c1cc(C2CCCCN2C(=O)CCCc2ccccc2)on1)N1CCOCC1 (configuration not stated)	-5	2
CC(=O)Nc1ccc(NC(=O)COC(=O)COc2ccc3ccccc3c2)cc1	-16	2
CN(Cc1ccccc1)C(=O)COC(=O)c1cc(-c2ccc(Cl)s2)nc2ccccc12	6	8
Cc1ccc2[nH]c3c(c2c1)CC/C(=C/c1ccccc1)C3=O	-192	4
CCOc1ccccc1NC(=S)N1CCN(c2ccccc2)CC1	2	0

Ordered by length of the SMILES (highest first): some entries from above
SMILES	H9c2 TAG inh	H9c2 TAG inh DAPI viability
COc1ccc(NS(=O)(=O)c2cccc(C(=O)N/N=C(\C)c3ccc(-n4ccnc4)cc3)c2)cc1	11	1
Nc1c(N(Cc2ccco2)C(=O)COc2ccccc2Cl)c(=O)[nH]c(=O)n1Cc1ccccc1	8	3
O=C(NCCc1ccccc1)/C(=C\c1ccc([N+](=O)[O-])cc1)NC(=O)c1ccco1	-14	5
O=C(c1cc(C2CCCCN2C(=O)CCCc2ccccc2)on1)N1CCOCC1 (configuration not stated)	-5	2
CCOc1ccccc1NC(=S)N1CCN(c2ccccc2)CC1	2	0
COc1cc2ccc(C(C)=NNC(N)=S)cc2cc1OC	3	-1
O=C(NC1CCCCC1)c1n[nH]c2c1CCCCC2	-6	-5

Following part.
SMILES	H9c2 TAG inh	H9c2 TAG inh DAPI viability
CCOC(=O)C1CCN(S(=O)(=O)CCNC(=O)c2ccc3c(c2)OCO3)CC1	1	3
COc1ccc2[nH]c(C)c(CCN(Cc3cccs3)C(=S)Nc3ccccc3OC)c2c1	-3	1
C(=N\c1nc2ccccc2n1CCN1CCCCC1)/c1ccc2c(c1)OCO2	-4	-2
O=C(Nc1ccc(F)cc1F)c1c(C(F)(F)F)ccnc1Oc1ccccc1	-18	11
CCCn1c(CCC(=O)O)ccc1-c1ccccc1	2	-5
CN1C(=S)SC(C)(C)C1N(O)C(=O)Nc1ccc(Cl)cc1 (configuration not stated)	-13	-11
CCOCCCNC(=O)Cn1ncc2c(=O)oc3ccccc3c21	-4	-3
O=C(NCc1cccs1)NC1CCCCC1	10	-11
Cc1cc(C)cc(N(CCC#N)C(=O)COC(=O)C2CCN(c3ccc(C(F)(F)F)cn3)CC2)c1	7	2
COc1ccc(-n2nnnc2SCC(=O)Nc2c(C)n[nH]c2C)cc1	6	0
OC1=C(O)c2nc3cc(C(F)(F)F)ccc3nc21	8	-9
COc1ccc(OC)c(NC(=O)CSc2nnc(Cc3cccn3C)n2-c2ccc(F)cc2)c1	-19	-2
O=C(CSCc1ccccc1)NCc1ccc2c(c1)OCO2	8	-4
Cc1cc(C)n2nc(C(=O)OCCOc3cccc(Br)c3)nc2n1	-4	5
C=CCNC(=O)c1c(N)n(-c2cccc(S(N)(=O)=O)c2)c2nc3ccccc3nc12	22	53
Cc1ccc2nc(SCC(=O)Nc3cccc(S(=O)(=O)NC4=NCCCCC4)c3)[nH]c2c1	-8	4
COc1cccc(N2CC(C(=O)Nc3ccc(F)cc3)CC2=O)c1 (configuration not stated)	15	-3
COc1ccc(S(=O)(=O)N2CCCCCC2)cc1NC(=O)Cc1n[nH]c(=O)c2ccccc12	6	-7
O=c1cc(C2CCCCC2)[nH]c(=O)[nH]1	-4	2
COc1ccc(S(=O)(=O)N2CCN(CC(=O)Nc3cc(OC)cc(OC)c3)CC2)cc1	-4	1
CCN1CCN(c2cc(C)c3cc(NC(=O)c4cccc(OC)c4)ccc3n2)CC1	4	19
O=[N+]([O-])c1ccc(OCCCCN2CCCCC2)cc1	8	-7
CCCCCCSc1cc(-c2nc3cc(C)ccn3c2NC2CCCCC2)ccc1OC	12	171
CCN(CC)C(=O)CSc1nc(N)c(-c2ccccc2)c(=O)[nH]1	10	-12
COc1cccc(OCC(O)CN2CCC(C)CC2)c1 (configuration not stated)	-17	-2

Other entries follow:
SMILES	H9c2 TAG inh	H9c2 TAG inh DAPI viability
COc1ccc(CC(=O)NC(C)C2COc3ccccc3O2)cc1OC (configuration not stated)	7	-2
CN(CC(=O)Nc1cccc(F)c1)C(=O)c1ccc(N2CCCCC2)c([N+](=O)[O-])c1	1	9
O=C(O)C(Cc1c[nH]c2ccccc12)N1CCS(=O)(=O)CC1 (configuration not stated)	-1	16
Cc1ccc(C2=NNC(=O)C(c3c[nH]c4ccccc34)C2)cc1 (configuration not stated)	17	-5
CCCCCC1CC(CC(=O)Nc2nncs2)C(=O)O1 (configuration not stated)	2	-3
CCOC(=O)c1cccc(-c2c(-c3ccccc3)ncc3cc(OC)c(OC)cc23)c1	16	-4
CC(NS(=O)(=O)c1ccc2c(c1)C(C)(C)C(=O)N2C)c1ccccc1 (configuration not stated)	-6	-11
Cc1cc(OC(=O)c2ccc(Cl)cc2Cl)c([N+](=O)[O-])c(=O)[nH]1	-16	5
Cc1ccc(S(=O)(=O)Nc2ccnc3ccccc23)cc1	11	11
C/C(=N\NC(=O)c1c(Cl)cnn1C)c1cccc(NC(=O)c2ccc(C)cc2)c1	-6	0
COc1ccc(CN(C)CC(=O)N(C)CC(=O)Nc2ccccc2Br)cc1F	-1	-2
COc1ccc(Cl)cc1S(=O)(=O)N1CCN=C1Cc1ccccc1	-14	3
O=C(CCNC(=O)c1ccc([N+](=O)[O-])cc1)Nc1ccc(Cl)c(S(=O)(=O)N2CCOCC2)c1	-9	-5
C(CCCN1CCCCC1)CCN1CCCCC1	2	-3
COC(=O)COc1ccc(C2NC(=O)NC(C)=C2C(=O)NCc2ccccc2)cc1OC (configuration not stated)	6	-4
CN1CCN(C(=O)c2ccc(-n3cccn3)nc2)CC1	-16	-7
COc1ccc(/C=N/NC(=O)c2cc(OC)c(OC)c(OC)c2)cc1CN1CCc2cc(OC)c(OC)cc2C1C (configuration not stated)	33	-8
CC(CN1CCCCC1)OC(=O)COc1ccc(Br)cc1 (configuration not stated)	4	2
CCc1nn2c(=O)cc(COC(=O)c3ccc(SC)cc3OC)nc2s1	13	2
O=C(CNC(=O)c1cccc(Cl)c1)NCC(c1cccs1)N1CCOCC1 (configuration not stated)	-1	-4
O=C1CC(C(=O)Nc2ccc(Cl)cc2)n2ncnc2N1 (configuration not stated)	0	-4
